# CRFBP-R2 block = blocks CRF-induced signaling of the CRF-BP/CRF-R2 complex | AID 588475 | HEK293 CRF-R2/CRF-BP, CRF-induced calcium fluorescence | 350,000 tested, 0.59% active | inhibition, % at 11.8 µM;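 active means inhibition of the ligand-induced calcium signal above about 50% at the single tested concentration, limit read from the data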
# CHRM4 PAM = potentiates acetylcholine response at human M4 receptor; CHO-K1 hM4/Gqi5, Fluo-8 calcium fluorescence, ACh EC20; 0% = ACh EC20, 100% = maximal ACh; 360,000 tested, 0.4% active; P08173; activation, % at 3 µM;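 active means activation above its plate's cutoff, the mean activation of sample wells plus 3 SD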; further: some results filed as inactive read as strong as hits
# CHRM4 agonist = CHRM4 agonism in calcium assay. P08173. CHO-K1 hM4/Gqi5, Fluo-8 calcium fluorescence; vehicle 0%, full acetylcholine response 100%. activation, % at 3 µM. 360,000 tested, 0.14% active. AID 624127;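 active means activation above the run mean over all test wells plus 3 SD, cut at about 32% in these data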;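 further: peak over basal fluorescence ratio per well then scaled between controls; 0% = DMSO wells and 100% = acetylcholine at EC100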
# CHRM5 agonist = CHRM5 agonism in calcium assay | AID 624037 | P08912 | activation, % at 3 µM | CHO-K1 hM5 cells, Fluo-8 calcium fluorescence; 0% DMSO wells, 100% maximal acetylcholine response | 360,000 tested, 0.19% active;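 active means activation above the run's mean over test compounds plus 3 SD, cut at about 23% in these data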;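 further: signal is peak over basal fluorescence ratio across the kinetic read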
# IDE inh = cellular human IDE inhibition; P14735; HEK cells, FAbetaB cleavage, fluorescence polarization; inhibition, % at 5.59 µM; 320,000 tested, 0.41% active; AID 434962;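 active means percent inhibition above the average of all tested compounds plus 3 SD, set per screening campaign, cut at about 16% in these data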;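 further: IDE supplied by intact live HEK cells; FP after avidin binding of uncleaved biotin substrate so inhibition keeps polarization high; 0% = DMSO wells and 100% = 60 µM reference IDE inhibitor Ii1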
# Target sequence (P14735 whole entry, looked up): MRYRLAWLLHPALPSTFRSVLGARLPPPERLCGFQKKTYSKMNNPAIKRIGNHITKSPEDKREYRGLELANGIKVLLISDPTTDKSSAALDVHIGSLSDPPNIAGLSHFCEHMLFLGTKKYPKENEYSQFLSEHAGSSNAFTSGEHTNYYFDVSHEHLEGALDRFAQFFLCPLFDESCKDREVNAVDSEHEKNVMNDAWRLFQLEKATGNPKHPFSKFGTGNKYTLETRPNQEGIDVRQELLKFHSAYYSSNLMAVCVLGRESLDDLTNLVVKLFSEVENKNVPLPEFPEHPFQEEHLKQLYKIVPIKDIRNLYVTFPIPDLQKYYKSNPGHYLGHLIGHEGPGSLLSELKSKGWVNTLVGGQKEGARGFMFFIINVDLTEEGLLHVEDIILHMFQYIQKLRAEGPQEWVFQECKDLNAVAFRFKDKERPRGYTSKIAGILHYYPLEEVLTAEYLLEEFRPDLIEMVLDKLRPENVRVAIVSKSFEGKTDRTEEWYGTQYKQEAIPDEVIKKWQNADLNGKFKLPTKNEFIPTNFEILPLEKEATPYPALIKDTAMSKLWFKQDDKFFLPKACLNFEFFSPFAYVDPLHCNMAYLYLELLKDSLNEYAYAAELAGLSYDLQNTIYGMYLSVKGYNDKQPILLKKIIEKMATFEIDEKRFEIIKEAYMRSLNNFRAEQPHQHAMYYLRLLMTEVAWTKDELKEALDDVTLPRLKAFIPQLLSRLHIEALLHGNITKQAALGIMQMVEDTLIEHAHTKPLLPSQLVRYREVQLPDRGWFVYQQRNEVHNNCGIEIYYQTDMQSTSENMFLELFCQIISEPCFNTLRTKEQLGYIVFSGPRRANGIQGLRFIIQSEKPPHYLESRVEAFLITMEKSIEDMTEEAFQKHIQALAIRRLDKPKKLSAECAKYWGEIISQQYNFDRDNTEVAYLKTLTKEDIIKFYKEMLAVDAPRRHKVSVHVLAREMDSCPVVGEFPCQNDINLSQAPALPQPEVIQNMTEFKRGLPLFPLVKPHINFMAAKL
# M5 antag = antagonists of human muscarinic M5 receptor (CHRM5). 360,000 tested, 0.59% active. AID 624040. CHO-hM5 cells, Fluo-8 calcium fluorescence, ACh EC80. inhibition, % at 3 µM. P08912;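 active means inhibition above a per-plate cutoff, the mean of that plate's test compounds plus 3 SD, cut at about 27% in these data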;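 further: 0% = acetylcholine EC80 with DMSO and 100% = DMSO without agonist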
# M5 PAM = positive allosteric modulators of human muscarinic M5 receptor; AID 624038; CHO-K1 hM5, Fluo-8 calcium, ACh EC20 PAM; 0% = ACh EC20, 100% = ACh EC100; activation, % at 3 µM; 360,000 tested, 0.3% active; P08912;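 active means activation above the run cutoff, the mean activation of all test compounds plus 3 SD, cut at about 18% in these data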
#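 Replicates: One well per compound, no replicates | System: Human M5 receptor in CHO-K1 cells | Benchmarks: Low control EC20 acetylcholine (0%), high control EC100 acetylcholine (100%) | Probe or stimulus: Acetylcholine, EC20 level | Times: Fluo-8 loading 80 min at 37 °C plus 30 min room temperature | Signal: Intracellular calcium via Fluo-8 fluorescence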
# CRFBP-R2 agonist = agonists of human CRF-binding protein/CRF-R2 receptor complex; activation, % at 13.2 µM; 350,000 tested, 0.46% active; HEK293 CRF-R2/CRF-BP, calcium dye fluorescence (FLIPR); percent of saturating CRF peptide response; AID 588473;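 active means activation of at least 50%, plus an integration ratio under a set limit after plate pattern correction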;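 further: plate controls were neutral control wells without compound for no effect and CRF at EC100 for full effect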
# CHRM4 antagonist = CHRM4 antagonism in calcium assay; inhibition, % at 3 µM; AID 624125; 360,000 tested, 0.73% active; CHO-hM4 cells, ACh EC80, Fluo-8 calcium fluorescence;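 active means inhibition above its plate's cutoff, the mean inhibition of sample wells plus 3 SD, cut at about 27% in these data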;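 further: 0% = acetylcholine EC80 with DMSO and 100% = DMSO without agonist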
# An asterisk follows results filed as active; nt = no result given.
SMILES,CRFBP-R2 block,CHRM4 PAM,CHRM4 agonist,CHRM5 agonist,IDE inh,M5 antag,M5 PAM,CRFBP-R2 agonist,CHRM4 antagonist
Cc1ccc(NC(=O)c2ccccc2NS(=O)(=O)c2ccc(Cl)s2)cc1S(=O)(=O)N1CCOCC1,87*,-10,14,5,4,32*,-20,43,13
C/C(=N\N=C(N)N)c1ccc(Cl)c(Cl)c1,-15,1,9,-10,4,5,-7,0.3,-8
CC(C)(CNC(=O)c1cc(=O)[nH]c2ccccc12)N1CCOCC1,-2,4,0,-5,5,1,5,-1.6,4
Cc1ccnc(N2CCC(C(=O)NNC(=O)COc3cccc4ccccc34)CC2)n1,12,-2,1,2,5,7,-6,-0.2,5
O=c1cc(CN2CCN(c3ccccn3)CC2)nc2sccn12,2,3,1,-2,-1,-3,5,1.4,2
FC(F)(F)c1cccc(N2CCN(Cc3ccoc3)CC2)c1,-13,9,0,-4,-6,-16,3,-1.1,-12
CC1CN=C(N(C(=O)Nc2ccccc2)C(C)C)S1 (configuration not stated),2,-2,0,0,2,3,-3,-4.6,-1
CCOC(=O)c1ccc(NC(=O)CCc2nc(-c3ccc(Cl)cc3)no2)cc1,-19,-3,4,-5,5,-3,-16,9.6,3
CCn1c2ccccc2c2nn(C)c(=N)nc21,6,-3,0,-12,10,5,5,-1.1,9
O=S(=O)(c1ccc(SCCOc2ccccc2)nc1)N1CCCC1,1,0,2,-2,0,5,-3,0.5,-7
COCCNc1nnc(SCC(=O)NC(=O)c2ccccc2OC)s1,16,2,2,-2,-4,10,-8,-6.9,3
CCOC(=O)c1csc(NC(=O)CCSc2ccccc2)n1,-15,5,13,5,-8,-3,0,11,-15
O=C(C1CC(=O)N(c2ccc3c(c2)OCCO3)C1)N1CCCC(C(F)(F)F)C1 (configuration not stated),-6,3,4,0,0,-5,-3,2.5,-16
COc1ccc(N2C(=O)C(CC(N)=O)N(NC(=O)CCc3ccccc3)C2=O)cc1 (configuration not stated),3,17,1,2,4,-10,9,-0.4,1
O=C(CSc1ccc2nnc(-c3ccncc3)n2n1)Nc1nccs1,-9,-2,0,-2,nt,-7,11,0.7,9
Cc1cc2c(cc(C(=O)OCC(=O)NCc3ccco3)n2C)s1,13,0,1,-5,6,1,-1,-1.0,-6
Cc1cc(N2CCN(C3CCCC3)CC2)n2c(nc3ccccc32)c1C#N,2,0,-1,-2,0,10,-3,-0.7,11
COc1ccc(CCNC(=O)CSc2nnc(CNc3ccc(Cl)cc3)o2)cc1OC,18,-3,8,6,1,3,-3,-0.7,6
CN(C)S(=O)(=O)c1ccc(NC(=O)COc2ncnc3sccc23)cc1,-6,4,1,3,1,1,10,3.1,-2
COc1ccc(CCN2CC(C(=O)NCc3cccc(F)c3)CCC2=O)cc1 (configuration not stated),12,10,1,0,nt,-2,-1,-1.3,-14
Clc1cccc(Cc2c(C3CCCCC3)nc3ccc(Br)cn23)c1,nt,5,-1,-1,nt,10,-10,nt,-4
COc1cc(NC(=O)COC(=O)CNC(=O)c2ccc(Cl)cc2)c(C)cc1[N+](=O)[O-],0,8,2,-5,-1,-5,6,-1.8,-21
COc1ccccc1N1CCN(S(=O)(=O)c2cn(C)nc2C)CC1,-1,-5,2,1,-2,-13,1,0.3,10
COc1ncnc2c1ncn2CCCNCc1ccc2c(c1)OCO2,-3,7,0,0,nt,13,-6,-0.1,-18
CCOc1cccc2cc(C(=O)NCCC3=CCCCC3)c(=O)oc12,18,-3,0,-4,7,9,-4,-1.2,4
CCOc1ccc(/C=C/c2nc(C#N)c(NCCCN(C)C)o2)cc1,-1,0,1,-14,-5,-8,-4,1.1,0
CCn1c(NCc2ccccn2)nc2ccccc21,9,-6,0,-8,-2,-4,-4,-0.3,6
COc1ccc(S(=O)(=O)CC(=O)c2cc3cc(Br)ccc3oc2=O)cc1,-2,-6,11,-7,2,5,-5,-0.3,8
CN(C)c1cccc(C(=O)OC(C(=O)Nc2ccc([N+](=O)[O-])cc2Br)c2ccccc2)c1 (configuration not stated),-8,-8,3,0,3,3,-2,0.3,1
O=C(CSc1nc2ccccc2s1)Nc1ccc(Cl)c(C(=O)O)c1,8,1,1,-3,3,-2,-4,1.8,-5

# In another format: results already given.
# Order of results: CRFBP-R2 block, CHRM4 PAM, CHRM4 agonist, CHRM5 agonist, IDE inh, M5 antag, M5 PAM, CRFBP-R2 agonist, CHRM4 antagonist
- Clc1cccc(Cc2c(C3CCCCC3)nc3ccc(Br)cn23)c1
 : nt, 5, -1, -1, nt, 10, -10, nt, -4
- COc1cc(NC(=O)COC(=O)CNC(=O)c2ccc(Cl)cc2)c(C)cc1[N+](=O)[O-]
 : 0, 8, 2, -5, -1, -5, 6, -1.8, -21
- COc1ccccc1N1CCN(S(=O)(=O)c2cn(C)nc2C)CC1
 : -1, -5, 2, 1, -2, -13, 1, 0.3, 10
- COc1ncnc2c1ncn2CCCNCc1ccc2c(c1)OCO2
 : -3, 7, 0, 0, nt, 13, -6, -0.1, -18
- CCOc1cccc2cc(C(=O)NCCC3=CCCCC3)c(=O)oc12
 : 18, -3, 0, -4, 7, 9, -4, -1.2, 4

# (list continues)
SMILES,CRFBP-R2 block,CHRM4 PAM,CHRM4 agonist,CHRM5 agonist,IDE inh,M5 antag,M5 PAM,CRFBP-R2 agonist,CHRM4 antagonist
CCN(CC)C(=O)CSc1nc(-c2ccccc2)ccc1C#N,1,1,1,0,12,5,-5,-0.6,-7
O=C(NCCc1ccccc1)Nc1nnc([C@@H]2C[C@H](O)[C@@H](CO)O2)s1,nt,15,0,1,nt,1,-3,nt,-12
c1ccc(-n2ncc3c2ncn2nnnc32)cc1,3,-4,1,6,-4,-3,5,0.1,2
O=C(NNC(=S)Nc1ccc(Br)cc1)c1ccccc1,10,0,5,-1,nt,0,-4,0.9,-6
Nc1nc(Nc2ccccc2Cl)cc(=O)[nH]1,100*,-3,0,1,-3,3,-4,-0.2,5
Cc1cc(C)c(S(=O)(=O)c2ccc(F)cc2C)c(Cl)n1,-5,0,0,-3,0,6,2,-1.3,-7
CSc1ccccc1NC(=O)C1=COCCO1,-3,-6,0,-6,0,2,-8,0.1,-3
COc1ccc(CNC(=O)[C@H](Cc2ccccc2)NC(=O)C2CCN(C(=O)[C@H](C)N)CC2)cc1,-4,-1,0,1,5,6,3,0.0,1
COc1ccc(-n2ncc3c(N4CCN(c5cc(C)ccc5C)CC4)ncnc32)cc1,-4,1,1,1,1,1,-2,3.2,-2
CC(C)Cc1nnc(NC(=O)CCC(=O)N2CCN(c3ccc(F)cc3)CC2)s1,-3,-3,0,0,3,-3,-1,-1.0,0
CCOC(=O)N1CCN(C(=O)C2CCC(=O)N(Cc3ccc(Cl)cc3)C2)CC1 (configuration not stated),6,1,1,-4,0,4,3,-1.2,-1
CN(CC(=O)Nc1cccc(F)c1)CC(=O)Nc1cccc(S(N)(=O)=O)c1,2,5,2,-1,1,21,-12,0.7,20
O=C(CSc1nc2ccccc2o1)Nc1nccs1,-23,4,2,0,4,8,4,1.2,2
C=CCOC(=O)C1=C[C@@H](c2cn(C(C)=O)c3ccccc23)C[C@@H](OCCCCO)O1,8,12,-1,2,4,13,-8,0.3,3
COc1ccc(C(CNC(=O)c2ccc(S(=O)(=O)N3CC(C)CC(C)C3)cc2)N(C)C)cc1 (configuration not stated),-28,-2,13,-3,7,16,-6,8.0,6
O=C(C1CCC(CNS(=O)(=O)c2cccc3nsnc23)CC1)N1CCN(c2ccccn2)CC1 (configuration not stated),1,-10,6,2,-13,4,-6,0.4,2
CC(/C=C1\SC(=S)N(CCC(=O)Nc2cccc(C(=O)O)c2)C1=O)=C\c1ccccc1,10,-5,2,-2,0,-7,3,2.3,2
COc1cccc(/C=C(/C(=O)OCC(=O)NC2CCCC(C)C2C)c2ccccc2)c1 (configuration not stated),-47,0,0,0,-3,5,-7,0.8,5
Cc1nn(C)c(=S)n1-c1ccc(Cl)cc1,14,7,1,-1,3,3,3,0.8,2
O=C(Nc1ccc(C(=O)O)cc1)/C(=C/c1ccc2c(c1)OCO2)NC(=O)c1cccc(Br)c1,-21,11,0,-2,0,2,5,-0.3,-10
COc1cccc(CNc2nc(NCc3ccccc3)nc3ccsc23)c1,nt,-16,58*,31*,nt,45*,-21,nt,44*
Cc1ccc2nc(SCc3ccccc3)c(C=O)c(=O)n2c1,4,10,1,0,8,-2,2,1.8,-2
O=C(CSc1nc2ccc([N+](=O)[O-])cc2[nH]1)NC1CCCCCC1,-4,-16,17,7,-1,13,-19,0.7,6
CCC(CC)c1nc(C(N)=O)c2[nH]c(=O)n(-c3ccc(OC)c(OC)c3)c2n1,15,3,1,-1,-2,-1,2,0.8,-3
Cc1cc(-c2nnc(CCC(=O)NCCc3ccccc3F)o2)no1,2,0,0,-1,0,4,5,-2.6,-1
CCCCCCCCn1c2c(c(=N)c3c1CCC3)CCCC2,-58,-17,7,-8,4,33*,-17,-1.4,37*
COc1ccccc1NC(=O)c1ccc(CSc2ccccc2)o1,21,-3,0,-4,-3,16,-9,5.1,1
O=C(NCc1ccccc1)/C(=C\c1ccc(F)cc1)NC(=O)c1ccco1,0,5,1,-1,nt,4,1,0.3,-16
CCc1nc2ccccc2n1CC(C)C(=O)O (configuration not stated),11,-12,1,0,9,3,-2,-0.2,11
C[C@H]1CCCCO[C@H](CN(C)Cc2ccncc2)[C@@H](C)CN([C@@H](C)CO)C(=O)c2cc(NS(=O)(=O)c3ccccc3)ccc2O1,14,-1,0,-1,nt,0,-1,-0.1,-2
COc1cccc(NC(=O)CN(C)C(=O)CSCC(=O)Nc2ccc(C)cc2)c1,3,6,4,0,5,12,0,-1.7,6
CCOC(=O)C1(Cc2ccccc2C#N)CCCCC1=O (configuration not stated),13,0,1,2,nt,13,1,-0.4,-9
CCCCCCCCCn1c2c(c(=N)c3c1CCC3)CCCC2,-102,-20,20,-2,nt,58*,-16,14,63*
Cc1ccc(S(=O)(=O)NCCCCCC(=O)Nc2nccs2)cc1,8,-2,4,2,3,0,-6,-4.3,4
COc1ccc(CN2CCSCC2)cc1O,8,5,0,-7,3,-5,-4,-1.4,-7
COc1ccc(-c2noc(CN(C(=O)c3ccc4c(c3)OCO4)C(C)C)n2)cc1,-10,-4,1,-2,-2,-9,4,-0.4,0
CCCCn1c(-c2cccc(F)c2)nc2c1c(=O)[nH]c(=O)n2CC(C)C,-6,1,0,0,-2,7,-4,-0.4,-1
CN(CC(O)COc1ccc(OCC(O)CN(C)C2CCCCC2)cc1)C1CCCCC1 (configuration not stated),-11,-5,1,-5,4,1,0,0.7,7
CC(C)(C)c1ccc(/C=C2\SC(=O)N=C2N)cc1,10,9,0,1,-1,14,4,-0.5,2
COc1cc(C(=O)OCC(=O)N2CCCCC2C)ccc1OCc1c(C)noc1C (configuration not stated),24,-1,2,2,8,3,8,1.1,-3
O=C(CN1CCOCC1)Nc1ccc(NC(=O)CN2CCOCC2)c(Cl)c1,13,3,1,2,3,10,-4,1.0,-1
O=C(CSc1ccc2nnc(-c3ccccn3)n2n1)N1CCOCC1,-14,2,0,10,0,-1,-2,5.1,0
